Screening results from PubChem.
BoNT-A LC inh2 – blocks Botulinum neurotoxin A light chain protease | actives 0.17% (n = 360,000) | multiplex microsphere protease substrate cleavage, flow cytometry | inhibition, % at 10 µM; further: plate controls were buffer without enzyme for full effect and enzyme alone for no effect
SSB-PriA inh – inhibitors of Klebsiella pneumoniae PriA binding to SSB C-terminal tail; AlphaScreen SSBct-PriA binding, biotinylated peptide; inhibition, % at 33 µM; actives 0.6% (n = 430,000); in the data active means inhibition mostly above about 37%, no sharp cut-off; inactive means mostly below about 20%;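 further: plate controls were negative control peptide for no effect and reference peptide for full effect; strong numbers were not always called active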
TcdB inh – blocks C. difficile toxin B glycohydrolase activity; P18177; TcdB glycohydrolase enzymatic assay, plate reader; inhibition, % at 9.99 µM; actives 0.24% (n = 350,000); in the data active means inhibition above about 10%
DUSP3 inh – DUSP3 (human) phosphatase inhibition. P51452. recombinant VHR phosphatase, pNPP absorbance. inhibition, % at 13.3 µM. actives 0.52% (n = 290,000); in the data active means inhibition above about 50%; further: some compounds called inactive have numbers as strong as hits
Target sequence (P51452 whole entry, looked up): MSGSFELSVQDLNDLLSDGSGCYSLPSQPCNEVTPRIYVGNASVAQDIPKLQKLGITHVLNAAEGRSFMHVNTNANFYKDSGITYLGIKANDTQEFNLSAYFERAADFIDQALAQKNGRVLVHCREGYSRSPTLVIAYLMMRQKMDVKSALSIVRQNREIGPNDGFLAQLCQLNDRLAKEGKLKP
Anthrax LF prot – anthrax lethal factor protease inhibition; AID 588501; multiplex microsphere protease cleavage assay, LF; inhibition, % at 10 µM; actives 0.12% (n = 360,000); further: plate controls were buffer without enzyme for full effect and enzyme alone for no effect
Target sequence (P15917 whole entry, looked up): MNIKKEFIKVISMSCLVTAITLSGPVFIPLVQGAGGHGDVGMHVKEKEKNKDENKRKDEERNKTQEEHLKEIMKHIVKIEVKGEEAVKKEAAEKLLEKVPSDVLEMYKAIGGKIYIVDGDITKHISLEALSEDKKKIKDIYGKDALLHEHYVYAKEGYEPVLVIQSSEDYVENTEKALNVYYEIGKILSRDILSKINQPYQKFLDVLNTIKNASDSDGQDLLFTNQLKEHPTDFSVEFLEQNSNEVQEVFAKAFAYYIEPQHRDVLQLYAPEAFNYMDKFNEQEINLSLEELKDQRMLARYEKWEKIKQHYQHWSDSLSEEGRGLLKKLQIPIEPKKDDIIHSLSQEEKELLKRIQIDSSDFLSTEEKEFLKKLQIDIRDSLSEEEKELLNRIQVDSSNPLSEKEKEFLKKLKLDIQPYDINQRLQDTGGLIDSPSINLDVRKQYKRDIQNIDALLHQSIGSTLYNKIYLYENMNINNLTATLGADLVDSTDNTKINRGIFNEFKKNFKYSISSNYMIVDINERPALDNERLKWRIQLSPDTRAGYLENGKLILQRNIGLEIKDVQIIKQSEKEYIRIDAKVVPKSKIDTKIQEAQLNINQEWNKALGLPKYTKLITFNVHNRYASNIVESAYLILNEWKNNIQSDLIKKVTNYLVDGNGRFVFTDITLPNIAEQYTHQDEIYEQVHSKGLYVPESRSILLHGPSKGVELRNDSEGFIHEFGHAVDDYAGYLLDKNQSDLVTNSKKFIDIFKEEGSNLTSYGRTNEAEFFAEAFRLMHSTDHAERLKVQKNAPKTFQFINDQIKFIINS
Vc quorum ag – quorum light induction in luxS cqsA deficient V. cholerae. V. cholerae BH1578 lux reporter, luminescence, 6 h. activation, % at 18.7 µM. actives 0.16% (n = 350,000). AID 588436; in the data active means activation mostly above about 9.7%, no sharp cut-off; inconclusive means no clear call, values can overlap the other calls; inactive means mostly below about 3.7%; further: not every result past the cut was called active; inactives centre near 0; reference of the scale not given here
CCHFV vOTU inh – blocks the CCHF virus ovarian tumor domain protease; actives 0.55% (n = 370,000); inhibition, % at 11.5 µM; CCHFV vOTU protease, Pep-AMC fluorescence; AID 651958; in the data active means inhibition above about 30%; further: 0% = vehicle wells with enzyme and 100% = no enzyme wells
PfHsp40 rescue – compounds rescuing yeast from Plasmodium falciparum HSP40 toxicity; S. cerevisiae expressing PfHsp40, growth rescue, ATP luminescence; growth rescue, % at 12.5 µM; AID 504582; actives 0.68% (n = 340,000); in the data active means growth rescue above about 28%, passing the limit was not always enough; inconclusive means no clear call, values can overlap the other calls;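 further: yeast W303a lacking pdr1 and pdr3 grown in galactose medium; growth measured after three days at 30 °C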
Y pestis TopoI – blocks Yersinia pestis topoisomerase I activity. actives 0.064% (n = 360,000). activity, % at 10 µM. Y. pestis Topo-I cleavage product accumulation, plate reader; in the data active means activity above about 50%, passing the limit was not always enough; inconclusive means no clear call, values can overlap the other calls; further: inactives centre near 2
SARS 3CLpro inh – SARS-CoV 3CLpro protease inhibition | recombinant SARS-CoV 3CLpro, quenched FRET peptide cleavage | AID 1706 | inhibition, % at 6 µM | actives 0.14% (n = 290,000) | P0C6X7; in the data active means inhibition above about 12%
Active calls of the source: *; i = inactive; ? = inconclusive; · = not tested or not shown; & = joins results of further samples. Unless noted, no stated cut-off is given here; in the data, active means inhibition above about 30%; inconclusive means no clear call, values can overlap the other calls; inactive means below that.

SMILES	BoNT-A LC inh2	SSB-PriA inh	TcdB inh	DUSP3 inh	Anthrax LF prot	Vc quorum ag	CCHFV vOTU inh	PfHsp40 rescue	Y pestis TopoI	SARS 3CLpro inh
CCOC(=O)Cc1c(C)c2c(C)[nH]nc2oc1=O	·	1	·	-16	·	-4.0	9	0.7	-6	0
CC(=O)c1ccc(S(=O)(=O)N2CCCC(N(C)CCc3ccccc3)C2)cc1 (stereo unspecified)	0.2	2	-0.1	25	4	i	-10	0.5	-5	-1
CCC(C)(C)NC(=O)CN(C(=O)c1snc(C(N)=O)c1N)c1ccc2c(c1)OCCO2	-1.6	2	0.0	8	-3	-0.3	-10	2.4	4	4
N#CCSc1nnc(COc2cccc3ccccc23)n1-c1ccccc1	-0.4	8	·	11	-11	-0.2	4	2.1	1	7
CC(C)NC(=O)c1ccc(S(=O)(=O)N(C)C)cc1	1.0	-2	0.4	28	-1	8.7	-6	-0.6	-1	4
Cn1c(-c2ccc(N)cc2)nc2ccccc21	0.2	4	·	36	-3	-2.1	-4	2.4	-10	-2
CC(C)NC(=O)NC(=O)CSc1nnc(COc2ccccc2Cl)o1	-0.1	-11	·	-4	-1	1.4	13	-0.2	5	-1
CCc1cccc(C)c1NC(=O)c1ccc(CN2CCc3ccccc3C2)cc1	-0.3	-3	2.4	8	-1	-0.3	2	-1.4	13	2
CN(C(=O)CO/N=C/c1ccc(Cl)cc1)c1ccccc1	-0.9	·	0.5	24	-5	-0.3	2	0.3	18	2
O=C(NCc1cccnc1)c1ccccn1	2.3	-3	·	13	1	-1.7	1	-1.0	-4	-5
COc1ccc(CNC(=O)C2Cc3c(-c4cccc(C(C)=O)c4)ccnc3O2)cc1OC (stereo unspecified)	0.2	·	1.0	·	4	i	-5	·	13	·
COc1ccc([C@H]2CC(=O)C=C(c3ccc4c(c3)OCO4)C2)cc1OC	-0.1	-11	0.7	·	0	-0.3	2	-0.4	7	·
Cc1oc2cc3oc(=O)c(CCC(=O)NCCCC(=O)O)c(C)c3cc2c1C	-2.3	-9	-0.5	4	-3	0.9	-21	-1.0	6	2
Cc1ccc2nc(C3CCCN(C(=S)Nc4cccc(C)c4C)C3)[nH]c2c1 (stereo unspecified)	-0.6	7	·	22	-4	-0.3	5	0.1	6	-2
CN1CCN(NC(=O)CN(C)S(=O)(=O)c2cc(Cl)ccc2Cl)CC1	-0.6	6	-1.3	15	-8	0.1	9	3.6	2	-1
Cc1ccc(NS(=O)(=O)c2cc3c4c(cccc4c2)C(=O)NC3=O)cc1C	-1.4	-4&-2	1.3	10	-8	-2.4	17	1.0	-1	6
O=C(C1CCCN(S(=O)(=O)c2ccc(Cl)cc2)C1)N(Cc1cccs1)C1CC1 (stereo unspecified)	1.6	1	·	-2	-1	4.8	9	-0.1	21	-2
O=C(Cn1c(=O)oc2ccccc21)N1CCOCC1	0.0	-13	-2.0	33	0	2.0	10	-0.2	0	0
Cc1ccc(NC(=O)[C@H](CC(C)C)NC(=O)[C@@H]2Cc3ccccc3CN2)cc1	6.6	3	0.7	2	3	-0.2	6	-0.4	-9	-4
O=C(CNC(=O)c1ccc(Cl)cc1Cl)OCCOc1ccccc1F	1.2	-17	0.9	·	6	i	4	0.3	16	·
CC(C)(C)NC(=O)CSC(=Nc1ccccc1F)NC#N	1.8	-12	·	9	-3	-2.4	-2	0.6	-3	1
CC(C)C(=O)Nc1nc2cc3c(cc2s1)OCO3	0.1	-9	0.1	28	-6	-0.5	1	-0.7	2	3
COc1ccc(-c2coc3c(C(=O)NCC4CC4)cccc23)c(C)c1	0.5	·	1.3	·	3	-0.4	10	·	44	·
CC1CCCN(CC(O)COCc2ccccc2)C1 (stereo unspecified)	-0.2	-3	0.3	13	-2	-5.6	-13	-0.3	-3	8
O=C(NCC(=O)N1CCN(c2ccccc2F)CC1)c1ccco1	0.7	-5	0.5	39	0	-0.2	0	1.7	6	-2

Laid out differently: 2 of the compounds above.
structure | BoNT-A LC inh2 | SSB-PriA inh | TcdB inh | DUSP3 inh | Anthrax LF prot | Vc quorum ag | CCHFV vOTU inh | PfHsp40 rescue | Y pestis TopoI | SARS 3CLpro inh
CCC(C)(C)NC(=O)CN(C(=O)c1snc(C(N)=O)c1N)c1ccc2c(c1)OCCO2 | -1.6 | 2 | 0.0 | 8 | -3 | -0.3 | -10 | 2.4 | 4 | 4
N#CCSc1nnc(COc2cccc3ccccc23)n1-c1ccccc1 | -0.4 | 8 | · | 11 | -11 | -0.2 | 4 | 2.1 | 1 | 7

(list continues)
SMILES	BoNT-A LC inh2	SSB-PriA inh	TcdB inh	DUSP3 inh	Anthrax LF prot	Vc quorum ag	CCHFV vOTU inh	PfHsp40 rescue	Y pestis TopoI	SARS 3CLpro inh
CCOC(=O)C1(CCCc2ccccc2)CCN(C(=O)c2cnn(CC)c2)CC1	-0.7	-8	2.3	-9	-2	i	-4	-0.3	34	2
COc1ccccc1N1CCN(C(=O)Nc2cccc(Cl)c2)CC1	?	-9	0.9	-18	-4	-0.2	-6	0.4	3	-2
CCc1ccc(/C=C2/SC(N3CCOCC3)=NC2=O)cc1	0.1	-5	1.3	2	-5	i	-8	-0.4	20	-1
CCn1c(CSc2nnc(-c3ccc4c(c3)OCO4)o2)nc2cc(S(=O)(=O)N(C)C)ccc21	0.9	-9	·	7	2	11	2	0.4	-4	4
CCCNc1nc2c(c(=O)[nH]c(=O)n2C)n1Cc1cccc(Br)c1	0.0	-16	·	3	-1	-2.3	-3	-0.2	1	4
CC(Oc1cccc(Cl)c1)C(=O)NNC(=O)c1cccnc1 (stereo unspecified)	0.3	-10	0.6	·	-5	-0.9	0	-0.1	10	·
O=C(NNC(=S)NC1CC2C=CC1C2)c1cccnc1 (stereo unspecified)	0.2	-3	-0.6	40	-11	i	-1	2.8	8	-2
CCCS(=O)(=O)N1CCCC(C(=O)Nc2ccc3c(c2)CCC3)C1 (stereo unspecified)	-0.2	4	1.0	0	-3	·	9	1.8	-3	3
Cn1cc(C(=O)OCC(=O)Nc2ccccc2Cl)c2ccccc21	·	-21	0.5	·	·	i	15	-0.8	-1	·
COC(=O)c1ccccc1NC(=O)CN(CCc1ccccc1)S(C)(=O)=O	0.5	-4	·	-10	-5	3.2	4	0.6	6	1
FC(F)(F)c1cc(Cl)c2nnc(-c3cccnc3)n2c1	-1.0	-14	-0.1	31	1	i	-5	-0.5	-5	2
NC(=O)Nc1ccc2c(c1)OCCO2	-0.2	-3	5.9	0	3	-0.7	9	-0.5	6	1
Cc1cccc(NC(=O)c2cccc(NS(=O)(=O)c3ccc(Cl)cc3)c2)c1	-1.3	-9	·	4	-1	-0.1	·	0.8	-14	4
O=C(Nc1ccccc1)OCC(CN1CCCCC1)OC(=O)Nc1ccccc1 (stereo unspecified)	0.0	-2	0.9	·	-7	0.3	4	-1.9	6	·
Cc1ccc(-n2cc(C(=O)c3ccc4ccccc4c3O)cn2)cc1	-0.8	-3	·	33	-2	i	5	-1.4	-8	0
O=C1c2ccccc2-c2c1cccc2C(=O)N1CCOCC1	-0.6	-9	·	9	-5	i	-6	2.7	8	3
CCN(CC)c1ccc(NC(=O)CCCOc2cccc(C)c2)cc1	-0.6	5	-5.6	36	-2	i	11	1.5	1	7
COCc1nc2sc(C)c(C)c2c(=O)[nH]1	-2.4	-1	·	18	-4	-1.2	5	0.4	-1	2
C=CCN(C(=O)CSc1nc2ccsc2c(=O)n1Cc1ccc(C(=O)O)cc1)c1ccccc1	-0.2	·	-0.8	·	-2	i	15	·	5	·
O=C(Cc1ccc(Cl)cc1)NCCCn1ccnc1	5.3	8	·	-2	0	-0.4	-9	-0.8	-8	5
O=C(NCc1ccccc1)C(=O)NCC1OCCN1S(=O)(=O)c1cccs1 (stereo unspecified)	-0.8	-7	0.2	-4	-6	-0.3	0	-0.6	2	0
Cc1ccc(-c2c(C(=O)N/N=C/C3CC=CCC3)nnn2-c2nonc2N)cc1 (stereo unspecified)	0.9	·	0.1	1	0	-0.2	-6	0.0	5	4
O=C(Nc1ccc(F)cc1)c1ccc2c(=O)n3c(nc2c1)CCCCC3	-0.7	-1	0.5	29	5	-0.2	1	0.6	-6	-3
O=C(C[n+]1cccc(/C=N/O)c1)NC(=O)Nc1ccccc1	-1.1	·	0.9	·	-2	·	-2	·	·	·
c1ccc(-c2nnc(N3CCN(c4ccccn4)CC3)c3ccccc23)cc1	0.9	-6	·	-20	1	i	-5	-2.0	4	1
Next section
SMILES	BoNT-A LC inh2	SSB-PriA inh	TcdB inh	DUSP3 inh	Anthrax LF prot	Vc quorum ag	CCHFV vOTU inh	PfHsp40 rescue	Y pestis TopoI	SARS 3CLpro inh
COC(=O)C1=C(c2ccc(F)cc2OCc2ccccc2)C[C@@H]2CC[C@H]1N2C(=O)NCCCc1ccccc1	-0.3	-25	0.8	·	-1	i	16	3.7	42	·
COC(=O)c1ccccc1NC(=O)c1noc2c1CCC2	0.2	-12	·	-8	1	-0.4	2	-0.6	-5	·
O=C(OCc1ccc(F)cc1)c1cc(=O)c2ccccc2o1	0.0	-16	-0.4	26	9	i	-3	0.1	13	-1
COc1ccccc1C1NC(=O)NC(C)=C1C(=O)OCC1CCCCC1 (stereo unspecified)	0.1	·	1.3	·	0	-0.4	9	·	24	·
C=C1[C@@H](OC(C)=O)C=C[C@@]2(C)C=CC(=O)[C@@](C)(OC(C)=O)[C@@H]2[C@@H](OC(C)=O)[C@]2(O)[C@@H](C)C(=O)O[C@H]2[C@H]1Cl	-0.6	·	1.0	·	10	-0.3	2	·	0	·
O=C(Nc1cc(Sc2ccccn2)cc([N+](=O)[O-])c1)c1cccc(Cl)c1	0.6	6	0.3	13	-2	-0.1	3	5.5	-14	4
N#CC1=C(N)Oc2cc(O)c(C=Nc3ccccc3)cc2C1c1ccccc1 (stereo unspecified)	0.9	7	1.6	28	-2	0.0	8	8.6	5	4
CCCCNC(=O)c1onc(CSc2ccccc2CC)c1C(=O)O	-0.8	3	2.5	4	1	i	-4	-2.3	9	6
O=C(CCN1CCN(Cc2ccccc2)CC1)NNC(=O)Nc1cccc(C(F)(F)F)c1	3.6	-12	1.6	19	4	-1.3	23	-0.2	-4	-3
CN(C)S(=O)(=O)c1ccc(C(=O)Nc2ccccc2C(=O)O)cc1	-0.3	-5	·	-9	-9	0.5	13	-0.1	-1	-1
CCCCN(C)c1c(C)nc2ccc(C(=O)N(C)Cc3ccco3)cn12	-0.1	·	-1.4	·	-4	i	4	·	16	·
CCN(c1ccc(NC(=O)COC(=O)C(C)N=C2NS(=O)(=O)c3ccccc32)cc1)C(C)C (stereo unspecified)	·	1	2.5	·	·	-0.4	24	-0.2	-2	·
Cc1nc(Nc2ccc(S(N)(=O)=O)cc2)oc1C	0.2	-12	·	21	-1	0.0	0	-0.2	-1	-2
Cc1nn(C(C)c2nc(-c3ccccc3)no2)c(C)c1[N+](=O)[O-] (stereo unspecified)	-0.3	-22	·	-8	4	·	8	12	1	0
COc1ccc(/C=C/C(=O)OCC(=O)Nc2ncc(Cl)cc2Cl)cc1	-0.2	-19	-0.6	·	-3	i	-9	0.3	-5	·
O=C(CCNS(=O)(=O)c1cccc2nonc12)NCCc1ccc(Cl)cc1	2.4	-1	·	-15	8	-0.6	-20	-1.5	3	-5
CC(Oc1ccccc1F)c1nnc(SCC(=O)N(c2ccccc2)C2CCS(=O)(=O)C2)o1 (stereo unspecified)	-0.1	-1	0.0	·	-5	-1.8	-8	-0.4	28	·
CC1(C)CC(=O)C=C(c2ccc(-c3cccc4c3sc3ccccc34)cc2)C1=O	7.8	·	-0.3	·	14	i	4	·	0	·
O=C(CSc1ncccc1C(=O)O)NC1CCCCC1	-4.7	-1	1.6	2	1	-0.5	5	0.9	-3	0
COc1ccc(C(O)c2nc(-c3cccc4cccnc34)cs2)cc1 (stereo unspecified)	-0.2	·	0.4	·	-5	-0.3	-4	·	4	·

Some of the compounds tested, so the mix of outcomes need not match the whole.
